TNAP inh hiacc: TNAP (human) inhibition, high acceptor | P05186 | purified TNAP, CDP-star luminescence, 1 M DEA | inhibition, % at 20 µM | 200,000 tested, 0.03% active;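 active = over 50% inhibition of tissue-nonspecific alkaline phosphatase at 20 µM in the single-dose screen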;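 also: plate controls were DMSO wells for no effect and EDTA-quenched wells as full inhibition for full effect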
Target sequence (P05186 whole entry, looked up): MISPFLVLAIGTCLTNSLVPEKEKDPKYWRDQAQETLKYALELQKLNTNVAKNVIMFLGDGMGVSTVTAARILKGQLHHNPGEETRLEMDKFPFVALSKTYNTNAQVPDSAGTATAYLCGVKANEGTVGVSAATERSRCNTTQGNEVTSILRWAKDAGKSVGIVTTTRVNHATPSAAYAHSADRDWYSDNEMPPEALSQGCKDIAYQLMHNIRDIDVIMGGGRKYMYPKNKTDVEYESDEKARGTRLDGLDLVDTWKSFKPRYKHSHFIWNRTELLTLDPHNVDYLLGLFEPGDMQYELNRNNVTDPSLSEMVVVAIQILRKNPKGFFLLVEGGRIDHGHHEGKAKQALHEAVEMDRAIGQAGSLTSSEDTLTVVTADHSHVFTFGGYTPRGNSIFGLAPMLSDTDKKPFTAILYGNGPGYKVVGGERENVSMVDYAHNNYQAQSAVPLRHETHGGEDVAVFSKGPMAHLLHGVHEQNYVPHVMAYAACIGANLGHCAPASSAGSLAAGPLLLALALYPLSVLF
Diaphorase inh: inhibits diaphorase or chemically oxidizes, flagging diaphorase assay artifacts | diaphorase resazurin-to-resorufin fluorescence, NADH, 16 min; bacterial (C. kluyveri) enzyme, not human | inhibition, % at 20 µM | 190,000 tested, 0.69% active;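 active = primary screen inhibition at 20 µM above a set limit, cut at about 50% in these data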;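 also: plate controls were DMSO with full reaction for no effect and wells lacking NADH for full effect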
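Assay system: diaphorase enzyme from Clostridium kluyveri. Quantity: enzyme working solution with 0.14 U/mL diaphorase. Schedule: reaction incubation of 16 min at room temperature. Technique: resorufin fluorescence, excitation 544 nm, emission 590 nm. Controls: No-NADH positive control and DMSO neutral control.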
PMI act hi M6P: PMI (human) activation, high substrate; P34949; coupled PMI enzyme assay, resazurin fluorescence, 20 min; hits give high values; 1 = untreated enzyme, 0 = substrate-free blank; activation factor at 20 µM; 190,000 tested, 0.34% active; AID 1216;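 active = activation factor of 2 or more at 20 µM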
Target sequence (P34949 whole entry, looked up): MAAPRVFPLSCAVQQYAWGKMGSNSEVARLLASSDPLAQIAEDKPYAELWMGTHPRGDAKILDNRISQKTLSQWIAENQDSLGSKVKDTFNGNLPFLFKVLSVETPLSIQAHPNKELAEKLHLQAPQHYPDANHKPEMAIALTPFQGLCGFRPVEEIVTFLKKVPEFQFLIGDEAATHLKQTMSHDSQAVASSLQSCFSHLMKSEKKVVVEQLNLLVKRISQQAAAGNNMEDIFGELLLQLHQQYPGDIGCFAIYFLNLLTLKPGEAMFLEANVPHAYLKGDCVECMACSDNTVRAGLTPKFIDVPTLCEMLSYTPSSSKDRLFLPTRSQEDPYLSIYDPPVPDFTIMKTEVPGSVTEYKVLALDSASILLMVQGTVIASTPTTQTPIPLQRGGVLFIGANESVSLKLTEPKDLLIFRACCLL
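Material: human phosphomannose isomerase with PGI, G6PDH, diaphorase coupling enzymes. Quantity: 15 ng/mL PMI. Medium: HEPES pH 7.4 buffer with MgCl2 and Tween-20. Reagent: Near-saturating mannose-6-phosphate, 1.0 mM. Compound: 20 µM single dose. Times: enzyme reaction with compound 20 min at room temperature. Detection: resorufin fluorescence at Ex 544/Em 590 nm.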
PMI act: activators of human phosphomannose isomerase. P34949. purified human PMI, coupled resazurin fluorescence, 20 min; hits give high values; 1 = vehicle control, 0 substrate-free wells. activation factor at 20 µM. 190,000 tested, 0.005% active;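 active = activation factor of 2 or more at 20 µM, relative to plate controls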
bIAP inh: intestinal alkaline phosphatase (bovine) inhibition. purified bovine IAP, CDP-star luminescence, 30 min. inhibition, % at 20 µM. 190,000 tested, under 10 active;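 active = over 50% inhibition of intestinal alkaline phosphatase at 20 µM in the single-dose screen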
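System: Purified bovine intestinal alkaline phosphatase (IAP) enzyme | Input: IAP diluted 1/65,000,000 in the well | Also added: CDP-star chemiluminescent phosphatase substrate, 30 µM final | Dosing: 20 µM single dose | Times: Enzyme reaction for 30 min at room temperature | Detection: Luminescence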
bIAP activator: increases bovine intestinal alkaline phosphatase activity. activation factor at 20 µM. 200,000 tested, 0.17% active. purified bovine IAP, CDP-star luminescence, 30 min; hits give high values; fold of DMSO-control signal, blank-subtracted;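 active = activation factor of 2 or more at 20 µM, a signal rise over negative controls twice the positive control's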
TNAP inh no acc: blocks human TNAP activity with no phosphate acceptor present; P05186; purified TNAP, CDP-star luminescence, 30 min; inhibition, % at 20 µM; 200,000 tested, 0.26% active; AID 1012;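 active = tissue-nonspecific alkaline phosphatase inhibition above about 50% at 20 µM in the single-dose screen, limit read from the data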;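 also: 0% = DMSO negative control and 100% = EDTA positive control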
L major viab: inhibitors of Leishmania major promastigote growth. 200,000 tested, 9% active. inhibition, % at 10 µM. Leishmania major promastigotes, resazurin fluorescence viability; in the data active = inhibition above about 50%;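 also: promastigotes grown with compound for 44 hours at 28 °C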
Diaphorase act: activates diaphorase or chemically reduces, flagging diaphorase assay artifacts | 190,000 tested, 0.005% active | activation factor at 20 µM | AID 1229 | Diaphorase/resazurin coupled assay, resorufin fluorescence, 16 min; hits give high values; 1 = vehicle wells, 0 = NADH-free wells;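 active = diaphorase activity raised at least twofold by the compound at 20 µM; inactive = activation factor below 2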
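Test system: Clostridium kluyveri diaphorase, purified enzyme. Buffer or medium: 50 mM HEPES pH 7.4 buffer plus MgCl2 and Tween 20. Also added: 0.114 mM NADH and 0.1 mM resazurin, final amounts. Dosing: compound 20 µM once, DMSO 1%. Schedule: 16 min enzyme reaction, ambient temperature. Detection: fluorescence of resorufin, 544 nm excitation, 590 nm emission.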
TNAP act hi DEA: increases human TNAP activity under high phosphate acceptor concentration; P05186; purified TNAP, CDP-star luminescence, 1 M DEA, 30 min; hits give high values; 0 = EDTA background, 1 = DMSO-only activity; activation factor at 20 µM; 200,000 tested, under 10 active;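 active = activation factor at least 2 at 20 µM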
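Test system – human TNAP · Doses – 20 µM single point · Incubation – 30 min, room temperature · Signal – luminescent substrate turnover signal · Read-out basis – activation factor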
Active calls of the source: *.

Molecule	Diaphorase inh	L major viab	bIAP inh	PMI act	TNAP act hi DEA	bIAP activator	PMI act hi M6P	Diaphorase act	TNAP inh no acc	TNAP inh hiacc
COCCOC(=O)C1=C(C)NC(=O)NC1c1ccc(Cl)cc1 (stereo unspecified)	15.5	-1.3	6.9	1	1.1	0.9	1	0.8	-9.3	-9.0
CCOC(=O)Cn1c(=O)cc(C)c2cccc(C)c21	2.9	-2.2	8.3	1	1	0.9	1	1	-3.2	0.4
CCOC(=O)C(CC(=O)O)N1CCCCC1 (stereo unspecified)	9.4	-4.0	6.0	0.9	1	0.9	1	0.9	-12.7	-1.9
O=S(=O)(c1cc(Cl)ccc1Cl)n1cccn1	13.7	3.6	11.5	1	1.1	0.9	0.9	0.9	-9.9	-9.5
Cc1cccc(C(=O)N2CCC(Cc3ccccc3)CC2)c1[N+](=O)[O-]	5.4	52.6*	-2.2	0.9	1	1	1.1	0.9	-7.8	-0.6
Brc1ccc(-c2nnc(-c3ccco3)o2)cc1	21.4	-0.5	10.4	0.9	1	0.9	0.9	0.8	-5.7	0.0
COC(=O)c1cccnc1NC(=S)NNC(=O)c1ccncc1	7.9	-1.6	2.4	1	1	1	1	0.9	-1.9	-0.7
Cc1ccc(S(=O)(=O)c2c(C)nn(C(C)(C)C)c2OC(=O)CC(C)C)cc1	22.7	14.9	-3.1	1	1.1	1	0.9	0.8	-5.7	-7.3
CCCCN(CCCNC(=O)c1c(C)cc(=O)oc1C)c1ccccc1	25.8	19.6	4.3	0.9	1.1	1	0.9	0.7	-2.9	-7.0
Cc1cccc(NC(=S)/N=C(\N)Nc2nc(C)c3ccccc3n2)c1	14.7	-0.8	-1.0	0.9	1	1	1	0.9	-20.9	-2.5
CCc1nc(C)cn1S(=O)(=O)c1cc(OC)c(C)cc1C	10.9	67.1*	-13.5	1	1	1.1	0.9	0.9	-7.7	0.1
COC(=O)c1c(C)[nH]c(C)c1-c1ccccc1	3.4	5.3	13.1	1.1	1	0.9	1.1	1	0.6	0.2

The final two entries of the part above lead into the next.
Molecule	Diaphorase inh	L major viab	bIAP inh	PMI act	TNAP act hi DEA	bIAP activator	PMI act hi M6P	Diaphorase act	TNAP inh no acc	TNAP inh hiacc
CCc1nc(C)cn1S(=O)(=O)c1cc(OC)c(C)cc1C	10.9	67.1*	-13.5	1	1	1.1	0.9	0.9	-7.7	0.1
COC(=O)c1c(C)[nH]c(C)c1-c1ccccc1	3.4	5.3	13.1	1.1	1	0.9	1.1	1	0.6	0.2
O=C(CC1SC(=O)N(Cc2ccccc2)C1=O)Nc1nccs1 (stereo unspecified)	6.4	-8.9	22.5	1	1	0.8	1.1	0.9	-8.9	-2.5
Nc1c(C(=O)O)cnn1-c1ccccc1	0.0	-2.2	-42.3	1.1	1	1.4	1	1	1.5	0.5
CCCCCCCC1CC(CSc2ncn[nH]2)OC1=O (stereo unspecified)	10.6	-5.7	4.1	1	0.6	1	1.1	0.9	10.7	42.5
CC(C)N(C(=O)CS(=O)(=O)c1ccc(Cl)c(Cl)c1)C(C)C	18.6	85.4*	12.1	1	1	0.9	1	0.8	-0.9	-4.6
C=CCNC(=O)c1cccc(NS(=O)(=O)c2ccc(Cl)cc2)c1	8.6	1.0	2.5	1	1.1	1	1.1	0.9	-17.5	-6.3
O=c1c2cc3c(cc2[nH]c(=S)n1C1CCN(Cc2ccccc2)CC1)OCO3	25.7	26.3	-27.7	0.9	1	1.3	0.9	0.7	-3.6	-1.2
CCNC(=O)NC(=O)COC(=O)CNC(=O)COc1ccccc1	-0.3	-9.4	9.6	1	1	0.9	1	1	-4.2	-3.9
CCN1CCN(C(=O)c2ccc(CS(=O)(=O)Cc3ccccc3F)o2)CC1	0.0	-6.3	-2.2	1	1	1	1	1	1.2	-1.3
Cc1ccc(Nc2nc(CSc3nnc(-c4ccccc4C)n3C)cs2)cc1	5.2	17.0	-6.9	0.9	1.1	1.1	0.9	0.9	-9.3	-7.2
O=C(C1CCN(C2CC(=O)N(c3cccc(Cl)c3)C2=O)CC1)N1CCCCCC1 (stereo unspecified)	12.4	-0.5	-0.3	1	1.1	1	1	0.9	-12.4	-6.1
CC(=O)N1CCN(c2ccc(NC(=O)c3ccccc3Br)cc2Cl)CC1	7.6	-3.9	12.2	1.1	1.1	0.9	1.1	0.9	-14.1	-5.0
CCn1c(SCC(=O)c2ccc3c(c2)OCCO3)nnc1C(C)C	11.0	5.1	19.1	1.1	1	0.8	1	0.9	-7.2	-1.1
Cc1nn(C(=O)c2ccccc2)c2c1C(=O)CC(C)(C)C2	7.0	0.7	9.2	1	1	0.9	1	0.9	55.6*	0.6
CCOC(=O)c1nc(N)sc1C(=O)OCC	2.3	7.9	-2.8	1	1.1	1	1	1	-1.4	-5.0
CCOC(=O)c1[nH]c2ccc(OC)cc2c1NC(=O)CN1CCN(c2ccccn2)CC1	20.3	15.6	21.5	1	1	0.8	1	0.8	-10.3	-1.4
CCOC(=O)C1=NN(C(=O)c2ccc(OC)cc2)C(O)(c2ccc(Cl)cc2)C1 (stereo unspecified)	20.0	-10.2	11.5	0.9	0.8	0.9	0.9	0.8	49.4	18.2
COCC(C)n1c(SCC(=O)N2CCc3ccccc3C2)nc2ccccc2c1=O (stereo unspecified)	8.3	90.5*	7.4	1.1	1	0.9	1.1	0.9	4.9	-3.3
O=C(c1cc(C(=O)c2ccco2)cc(C(=O)c2ccco2)c1)c1ccco1	9.1	0.0	8.9	0.9	1	0.9	0.9	0.9	-8.8	2.5
COc1cc(C2=NOC(C(=O)N3CCCc4ccccc43)C2)cc(OC)c1OC (stereo unspecified)	16.8	-7.0	2.2	1	1.1	1	1	0.8	-2.7	-8.1
COc1cc(NC(=O)C2CC2C)c(C(=O)O)cc1OC (stereo unspecified)	18.4	-6.9	9.5	1	1.1	0.9	1	0.8	-14.3	-9.5
CCCC(=O)c1c(NCCO)cc(C)oc1=O	-8.3	8.0	10.0	1.2	1	0.9	1.2	1.1	-4.5	-1.2
CCC(C)NC(=O)c1ccc(C(=O)c2ccccc2)cc1 (stereo unspecified)	-0.4	-2.1	-13.8	1.1	1	1.1	1	1	-2.4	-2.9
O=C(COC(=O)c1ccco1)Nc1ccc2c(c1)OCCO2	14.3	-5.2	8.7	0.9	1	0.9	0.9	0.9	-1.8	0.5
Cc1c(Cl)cccc1NC(=O)C1CCCCC1	5.5	-4.9	-4.0	0.9	1	1	1	0.9	-7.5	-2.7

Among those listed so far, 2 have two or more sulfur atoms:
Molecule	Diaphorase inh	L major viab	bIAP inh	PMI act	TNAP act hi DEA	bIAP activator	PMI act hi M6P	Diaphorase act	TNAP inh no acc	TNAP inh hiacc
O=C(CC1SC(=O)N(Cc2ccccc2)C1=O)Nc1nccs1 (stereo unspecified)	6.4	-8.9	22.5	1	1	0.8	1.1	0.9	-8.9	-2.5
Cc1ccc(Nc2nc(CSc3nnc(-c4ccccc4C)n3C)cs2)cc1	5.2	17.0	-6.9	0.9	1.1	1.1	0.9	0.9	-9.3	-7.2

Later entries:
Molecule	Diaphorase inh	L major viab	bIAP inh	PMI act	TNAP act hi DEA	bIAP activator	PMI act hi M6P	Diaphorase act	TNAP inh no acc	TNAP inh hiacc
COc1ccc(OC)c(NC(=O)C2CCCN(S(=O)(=O)c3cccc4nsnc34)C2)c1 (stereo unspecified)	11.5	6.8	-4.2	1	1	1	1	0.9	-8.3	-2.9
CSc1ccc(C(=O)C2CCCN(S(=O)(=O)N(C)C)C2)cc1 (stereo unspecified)	23.4	-2.2	-5.5	0.9	1	1.1	0.9	0.8	-3.9	-2.1
O=C(N/N=C/c1c(O)n(-c2ccc(Cl)cn2)c(=O)c2ccccc12)c1ccncc1	59.0*	-0.8	-1.8	1.5	0.9	1	1.5	0.4	-16.0	10.3
N=c1c2c(ncn1CCN1CCOCC1)Oc1ccc3ccccc3c1C2c1ccccc1 (stereo unspecified)	-1.4	99.2*	-5.8	1.1	1.1	1.1	1	1	-1.4	-7.7
Cc1noc(C)c1S(=O)(=O)N1CCN(c2ccccc2)CC1	-4.5	-3.6	2.8	1	1	1	1.1	1	23.1	2.4
CON=C1CCN(c2ncc(C(F)(F)F)cc2Cl)CC1	18.6	-1.8	6.1	0.9	1	0.9	0.9	0.8	-8.1	-1.3
CCOC(=O)c1cc2c(C(F)(F)F)cc(-c3cccnc3)nc2o1	12.7	9.0	7.4	0.9	1	0.9	0.9	0.9	-6.4	-0.6
COC(=O)c1ccc(C(=O)OC)c(NC(=O)CS(=O)(=O)Cc2ccccc2)c1	13.0	1.9	2.0	1	1	1	1	0.9	-10.0	-1.2
O=C(Nc1nnc(SCC(=O)N2CCOCC2)s1)c1ccccc1	11.4	12.4	8.8	1.1	1.1	0.9	1.2	0.9	-6.4	-7.7
COc1cccc(OCC(O)CN2CC(C)CC(C)C2)c1 (stereo unspecified)	5.2	87.5*	0.3	1	1	1	1	0.9	-3.6	-2.5

From PubChem
